# FadD28 binding: blocks FadD28 binding to the bisubstrate probe; fluorescence polarization; inhibition, % at 12.5 µM; actives 0.22% (n = 360,000); AID 588549; in the data active means inhibition above about 8.5%, passing the limit was not always enough
# GDH-TPI counter: inhibits GDH-TPI coupling enzymes, artifact for Mtb FBA screen; AID 588335; inhibition, % at 4.8 µM; GDH-TPI coupled enzyme counterscreen, NADH absorbance; actives 1.2% (n = 360,000);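 further: 0% = DMSO wells and 100% = wells lacking the enzyme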
# MazF activator: activators of E. coli MazEF toxin-antitoxin RNase; P0AE70; FAM/BHQ RNA-DNA oligo cleavage fluorescence, 5 h; actives 0.32% (n = 350,000); activation, % at 20 µM; in the data active means activation above about 50%
# Target sequence (P0AE70 whole entry, looked up): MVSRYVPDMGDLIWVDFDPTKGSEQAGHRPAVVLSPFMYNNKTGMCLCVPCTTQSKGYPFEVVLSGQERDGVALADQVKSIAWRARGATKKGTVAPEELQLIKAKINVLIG
# Mtb UGM inh: blocks M. tuberculosis UGM enzyme; P9WIQ1; purified UGM, fluorescence polarization probe displacement; inhibition, % at 10 µM; actives 0.06% (n = 320,000); in the data active means inhibition above about 10%, passing the limit was not always enough
# Target sequence (P9WIQ1 whole entry, looked up): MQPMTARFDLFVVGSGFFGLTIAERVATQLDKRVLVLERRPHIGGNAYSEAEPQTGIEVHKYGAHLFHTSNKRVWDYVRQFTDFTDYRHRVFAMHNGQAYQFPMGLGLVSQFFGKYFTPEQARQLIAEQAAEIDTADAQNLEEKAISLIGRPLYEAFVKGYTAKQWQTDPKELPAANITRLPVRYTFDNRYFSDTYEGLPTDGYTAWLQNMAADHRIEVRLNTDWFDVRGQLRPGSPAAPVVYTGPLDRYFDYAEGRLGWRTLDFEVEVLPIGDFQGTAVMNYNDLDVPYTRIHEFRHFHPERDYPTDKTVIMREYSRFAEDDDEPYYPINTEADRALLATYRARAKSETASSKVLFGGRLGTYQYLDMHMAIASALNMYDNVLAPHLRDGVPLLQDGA
# Rv3671c protease: inhibits the M. tuberculosis serine protease Rv3671c; actives 0.048% (n = 320,000); inhibition, % at 5.96 µM; in the data active means inhibition above about 38%;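 further: extracellular domain of Rv3671c used as enzyme; 0% = enzyme with DMSO and 100% = no enzyme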
# Target sequence (P9WHR9 whole entry, looked up, the tested form may be a part): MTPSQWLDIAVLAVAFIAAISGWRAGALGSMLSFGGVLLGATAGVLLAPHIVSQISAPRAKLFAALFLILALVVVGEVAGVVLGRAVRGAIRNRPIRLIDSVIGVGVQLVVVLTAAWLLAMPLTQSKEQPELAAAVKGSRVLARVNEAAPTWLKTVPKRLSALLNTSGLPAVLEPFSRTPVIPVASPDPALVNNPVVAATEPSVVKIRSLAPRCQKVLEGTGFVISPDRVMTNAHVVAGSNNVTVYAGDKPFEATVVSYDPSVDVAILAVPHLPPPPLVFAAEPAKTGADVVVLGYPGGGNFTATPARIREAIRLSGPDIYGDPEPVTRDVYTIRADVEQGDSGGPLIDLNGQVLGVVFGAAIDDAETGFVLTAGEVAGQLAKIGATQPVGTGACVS
# DUSP3 inh: blocks human VHR1 dual specificity phosphatase; inhibition, % at 13.3 µM; actives 0.52% (n = 290,000); AID 1654; recombinant VHR phosphatase, pNPP absorbance; in the data active means inhibition above about 50%; further: some compounds called inactive have numbers as strong as hits
# FBA Mtb inh: inhibitors of M. tuberculosis fructose-bisphosphate aldolase; P9WQA3; purified M. tuberculosis FBA, fluorescence read-out; inhibition, % at 1 µM; actives 2.3% (n = 360,000); AID 588726; in the data active means inhibition above about 27%;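 further: 0% = vehicle and 100% = reference inhibitor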
# CCHFV vOTU inh: CCHFV vOTU protease inhibition; Pep-AMC fluorescence; inhibition, % at 11.5 µM; actives 0.55% (n = 370,000); AID 651958; further: 0% = vehicle wells with enzyme and 100% = no enzyme wells
# BoNT-F LC inh: BoNT F light chain protease inhibition | Multiplex microsphere protease cleavage assay, flow cytometry | inhibition, % at 10 µM | actives 0.22% (n = 360,000) | AID 588497; in the data active means inhibition above about 35%, passing the limit was not always enough; further: plate controls were buffer without enzyme for full effect and enzyme alone for no effect
# Mtb BioA inh: BioA (M. tuberculosis) enzyme inhibition. purified M. tuberculosis BioA enzyme, plate reader. inhibition, % at 9.99 µM. actives 0.096% (n = 360,000); in the data active means inhibition above about 40%
# * = called active by the depositor; / = no result given; + = active, no number; & = joins results of further samples. Unless noted, no stated cut-off is given here; in the data, active means inhibition above about 30%; inactive means the rest.
# Results follow in this order: FadD28 binding, GDH-TPI counter, MazF activator, Mtb UGM inh, Rv3671c protease, DUSP3 inh, FBA Mtb inh, CCHFV vOTU inh, BoNT-F LC inh, Mtb BioA inh
- COc1ccc(/C=N/Nc2ccccc2)cc1Cn1nc(C)c([N+](=O)[O-])c1C
  -4.5, 7.9, 3.1, 1.8, 4.0, -15.5, 0.6, 8.4, -3.1, -0.4
- CCn1c(=O)c([N+](=O)[O-])c(NCC(O)c2ccccc2)c2ccccc21 (centres undefined)
  -5.4, 5.2, 1.1, 0.4, -7.5, 2.1, -0.6, 12.3, -1.0, /
- CC1CCCC(NC(=O)c2cc(S(=O)(=O)N3CCCCC3)c[nH]2)C1C (centres undefined)
  -1.4, 5.2, /, /, /, /, 4.5, -0.4, -5.9, 0.2
- CCN(CC)CCn1c2c(c(SCC(=O)Nc3ccc(C)c(F)c3)nc1=O)CCC2
  0.8, -3.6, 0.4, -1.3, 0.5, /, 1.4, -7.0, -6.1, 3.6
- COc1ccccc1NC(=O)c1c(N=Cc2c(O)ccc3ccccc23)cnn1C
  -0.1, 14.2, -15.8, -1.4, 0.7, -4.3, -0.5, -7.8, 2.8, /
- CC1CCCCC1NC(=O)COCc1cc(-c2cccs2)on1 (centres undefined)
  -2.7, 3.5, 3.1, -1.1, 8.6, -2.2, -0.4, -8.0, -2.7, 2.7
- Cc1nc(NC(C)C(=O)O)c2nc(C)oc2n1 (centres undefined)
  -1.9, 6.8, 6.9, 0.1, -1.7, 27.6, 2.4, -7.9, 2.7, 1.2
- CCN(CC(=O)Nc1ccc2c(c1)OCCO2)C(=O)/C=C/c1ccc([N+](=O)[O-])cc1
  -0.1, 18.6, 5.7, 0.4, -1.1, /, -0.7, 16.8, -13.3, -0.6
- CN(C)c1ccc(C2Nc3ccccc3C(=O)N2NS(=O)(=O)c2ccccc2)cc1 (centres undefined)
  -1.0, 14.2, 10.0, 0.6, 10.7, 16.7, -0.1, -2.0, 4.1, /
- CCCCCCCNC(=O)C1(CC2CC(c3cccc(Br)c3)=NO2)CCN(C(=O)CCCCCBr)CC1 (centres undefined)
  -4.3, 6.5, 9.3, -2.8, -5.0, /, 3.7, 5.7, -3.1, 0.5
- CNC(=O)CC1C(=O)N(c2ccc(F)cc2)C(=S)N1NC(=O)c1ccc(Br)cc1 (centres undefined)
  -2.7, 7.9, 5.0, -2.3, 0.7, 13.8, 1.0, 9.9, 5.3, -0.8
- O=C(COC(=O)c1ccco1)Nc1cccc(Br)c1
  -2.3, 0.3, 2.2, -0.7, -6.2, 15.3, -1.1, -8.9, 1.3, 0.2
- Cc1nonc1OCCN1CCN(c2ccc([N+](=O)[O-])cc2)CC1
  -3.3, 24.2, -21.8, 1.8, 4.2, 16.2, -11.7, -7.7, 9.4, /
- CCCN=C1N(CC)C[C@@H]2[C@@H]3C(=O)N(Cc4ccccc4)C(=O)[C@@H]3[C@](C)(C(=O)OC)N12
  0.5, 1.0, -9.0, /, /, /, -0.1, -6.1, -1.0, 0.3
- COCCN1C=C(C(=O)OC)C(c2cc(Br)c(OC)c(OC)c2)C(C(=O)OC)=C1
  -2.2, 3.5, 3.6, 0.2, 5.6, -0.8, +, -193.5, -3.4, -0.7
- CCOC(=O)[C@H]1[C@H]2COc3ccc(Cl)cc3[C@@H]2N2C(=O)c3ccc(Cl)cc3NC(=O)[C@@]12C
  -3.5, 13.0, -2.8, 2.4, 4.1, /, 4.8, -0.6, -1.6, -0.1
- COc1ccc(C(=O)COC(=O)c2ccc3c(c2)OCO3)c(OC)c1
  -0.2, 7.3, -10.4, -1.3, -0.2, /, 3.9, 1.1, -0.5, 0.3
- C(=N\N1CCOCC1)/c1ccsc1
  -0.3, 6.4, 6.4, 1.7, -5.5, 57.3*, 3.9, -9.3, 13.2, 1.4
- O=C(CN1C(=O)S/C(=C/c2ccccn2)C1=O)N1CCOCC1
  -0.2, 27.6, 3.8, -0.5, 0.3, -14.4, -1.1, 13.2, -1.9, -2.4
- Cc1cc(Cl)ccc1OCC(=O)NN1C(=O)C2C3C=CC(C3)C2C1=O (centres undefined)
  -3.9, -5.1, 0.3, -3.7, 3.9, -12.8, -0.6, -6.0, -6.5, /
- CCc1ccc(-n2cc(-c3ccc([N+](=O)[O-])cc3)[nH]c2=S)cc1
  0.4, 13.9, 7.8, -1.0, 0.3, 14.7, -3.6, 2.2, -8.3, /
- CC(=O)Nc1ccc(NC(=O)COC(=O)Cc2c[nH]c3ccccc23)cc1
  -1.8, 6.4, 6.8, -3.9, 8.0, -1.8, -3.9, 0.2, -0.3, -0.2
- COc1ccc(S(=O)(=O)Nc2cccc(Cl)c2)cc1OC
  -1.4, -10.3, 0.4, -3.9, -5.2, 16.5, 0.2, -5.7, -4.1, /
- CCOc1ccc2[nH]c(=O)c(CN(CCO)C(=O)c3ccc(Br)cc3)cc2c1
  1.6, 19.8, 3.3, -1.5, 13.4, 12.7, 8.9, 2.7, -2.3, /
- COc1cc(NCCCn2cnc3c(OCc4ccccc4)ncnc32)cc(OC)c1OC
  -3.6, 1.0, 5.2, /, /, /, 5.3, -4.7, -9.8, 2.1
- O=C(Nc1ccc(SC(F)F)cc1)c1ccc2c(=O)n3c(nc2c1)CCC3
  0.1, 9.1, -7.7, -0.7, -13.3, /, 0.6, -6.1, -4.8, -2.9
- CCCN(C)C[C@@H]1Oc2ncc(Br)cc2C(=O)N([C@@H](C)CO)C[C@H]1C
  0.0, 8.2, 7.7, /, /, /, 1.5, 1.6, -2.7, -0.7&-1.6
- COC(=O)c1ccccc1S(=O)(=O)N1CCC(C(=O)OCc2cccc(OC)c2OC)CC1
  -5.1, -14.8, -3.2, -2.5, -0.5, /, 0.4, 8.0, 5.7, /
- CCCOc1ccc(F)cc1-c1cc(C(=O)Nc2ccccc2)[nH]n1
  -1.0, 22.1, /, /, /, /, 4.1, -2.9, -0.7, -1.6
- CCCc1cc(-c2n[nH]c(=S)n2CC)cs1
  -0.9, -2.9, 8.1, -0.8, 3.0, 26.9, -1.7, -12.4, -5.0, /
- O=C(N/N=C/c1ccccn1)c1cccc(NC(=O)c2ccc(Cl)cc2)c1
  -2.9, 24.8, -25.0, -4.0, 12.6, -16.5, -1.7, 4.4, -1.5, -0.5
- O=C(/C=C/c1ccc(Br)cc1)N1CCN(Cc2ccccc2)CC1
  -3.8, 4.8, -3.4, -1.0, -1.9, /, -0.7, -0.7, -0.7, /
- Cc1cc(S(=O)(=O)c2ccc(Cl)cc2)nc(S(=O)(=O)c2ccc(Cl)cc2)c1C#N
  -4.6, 7.6, 2.0, /, /, /, 15.8, 0.1, -0.3, -0.5
- CCCCSP1(=S)NCCCN1
  -1.6, 1.5, 4.2, 2.3, -0.6, -16.6, -3.9, 9.9, 15.6, 1.1
- CN(C)c1nc2c(c(=O)n(C)c(=O)n2C)n1CC(=O)c1cccs1
  -3.1, 1.3, -3.0, 2.2, 1.6, /, -5.9, -11.4, -0.2, /
- CCN1C(=NCCCOC(C)C)N[C@@H](CCc2ccccc2)[C@H](C(=O)NCCCOC(C)C)[C@H]1C
  -0.5, 11.2, -7.1, 3.1, 7.3, /, 3.3, 5.3, -9.6, -3.7
- Cc1cc(C)c(NC(=O)c2sc3nc4c(cc3c2N)C(=O)CC(C)(C)C4)c(C)c1
  -2.4, 2.3, 6.1, 0.6, 4.7, 39.0, -0.6, 8.6, 2.8, /
- COc1cc(/C=N/NC(=O)c2ccncc2)ccc1OCC(=O)Nc1ccc(C)c(C)c1
  -14.4, 5.8, 9.8, 2.1, -21.4, 1.8, -3.3, -5.5, 31.9, -1.2
- O=C(Nn1c(=O)[nH]c2ccsc2c1=O)c1ccccc1
  -0.6, 1.0, -0.8, 1.4, 3.7, 6.0, -1.1, 0.6, 22.7, -0.8
- COc1ccc(C(=O)NCCCCCCNC(=O)c2ccc(OC)cc2)cc1
  2.1, 9.9, -7.1, -1.9, 9.3, 5.9, 5.6, 3.8, 10.4, -1.6
- Cc1ccc(CN2CCN(C(=O)CCN3C(=O)c4ccccc4C3=O)CC2)cc1
  -0.7, 0.3, -0.7, -2.1, 11.1, 32.2, 0.1, 12.1, -3.7, 2.3
- C=CCNc1ncnc2c1[nH]c1ccc(Cl)cc12
  -4.8, 0.3, -5.3, -1.0, -6.1, 14.6, 12.6, -9.2, -7.9, 2.3
- COc1cc(C(=O)NC2CC(C)CC(C)(C)C2)cc(OC)c1OC (centres undefined)
  -4.9, -12.0, 2.9, /, /, /, 1.3, -6.1, -2.4, -0.7
- Fc1ccc(COc2cccc3cccnc23)cc1
  -6.0, -4.4, 12.9, 1.1, 4.5, 21.6, 0.8, 7.0, -4.8, /
- Cc1ccc(-c2nn(-c3ccccc3)cc2C(=O)N2CCN(C3CCS(=O)(=O)C3)CC2)cc1 (centres undefined)
  -0.1, 10.7, -2.2, 0.6, -8.0, /, -2.4, 10.5, -1.0, 2.0
- NNC(=O)c1cc2c(N3CCC(Cc4ccccc4)CC3)ncnc2s1
  -3.5, 7.7, -3.0, 6.3, -8.7, 9.4, 2.9, -3.9, -6.3, /
- COCCN1C(=O)C(CC(=O)Nc2ccc(C(=O)O)cc2)SC1=Nc1ccccc1 (centres undefined)
  -0.3, -4.1, 3.8, -0.2, 1.3, 3.5, 3.9, 3.6, -6.3, /
- CC(C)=CCN1CCN(Cc2cnc(N3CCCC3)s2)CC1CCO (centres undefined)
  0.2, -6.9, 10.7, -1.4, -5.5, 20.8, 5.0, -24.1, -0.7, /
- CCNC(=O)C1(C)CCN(Cc2ccc(C#N)cc2)C1 (centres undefined)
  0.0, 4.6, /, /, /, /, 1.2, 7.3, 1.6, 0.1
- Cc1ccc(C(=O)N[C@H](C(=O)N2CCN(c3ncccn3)CC2)C(C)C)cc1
  0.8, 4.4, -15.9, /, /, /, -0.2, -9.2, 1.2, 0.5
- COc1ccc(-n2c(O)c(/C=N/Nc3nc(C)cc(C)n3)c3ccccc3c2=O)cc1OC
  -2.1, 10.0, 1.7, 2.4, 12.3, 5.3, 16.8, -3.6, -1.0, -0.2
- O=C(NN=Cc1ccc(N(CCCl)CCCl)cc1)c1cccc([N+](=O)[O-])c1
  -1.6, 28.9, 4.2, /, /, /, -1.5, 1.0, -4.2, /
- Cc1cc(C)c2nc(Nc3nc(CSc4nc5ccccc5[nH]4)cc(=O)[nH]3)nc(C)c2c1
  -2.2, 9.5, -133.3, /, /, /, 4.6, -7.0, 1.8, /
- C=CCNC(=O)NC(=O)CN1C(=O)NC(c2ccccc2)(c2ccccc2)C1=O
  0.0, 4.0, 6.7, 3.0, -4.0, -2.7, 0.5, 10.4, -4.6, -0.5
- O=c1c(O)c(-c2cccs2)oc2ccc(Cl)cc12
  -1.1, 4.7, -630.0, -4.6, -18.7, -28.9, -10.8, -1.9, 15.9, -2.4
- CC(C)NC(=O)Cn1cc(C(=O)C(=O)N2CCOCC2)c2ccccc21
  -0.5, 9.3, 3.1, 1.7, 3.3, 40.4, 0.6, -8.8, -12.4, -3.8
- O=C(CS(=O)(=O)c1cn(CC(=O)N2CCOCC2)c2ccccc12)NCc1ccc(F)cc1
  -2.2, -7.0, 9.1, 0.5, -0.3, 6.2, -1.0, 3.5, -1.1, -0.1
- Cc1c(Cl)c([N+](=O)[O-])nn1CC(=O)NC12CC3CC(CC(C3)C1)C2
  0.9, -3.4, 8.1, 0.6, -6.0, 14.5, 2.6, 15.3, 0.0, -1.0
- CCN1C[C@@H]2[C@@H]3C(=O)N(Cc4ccccc4)C(=O)[C@@H]3[C@](CC)(C1=O)N2C(=O)c1ccc(C(F)(F)F)cc1
  -3.8, 0.0, -0.4, -0.9, 0.0, /, 0.6, 16.8, 3.6, -0.8

# Entries from the list above that contain a cyano group:
# Results follow in this order: FadD28 binding, GDH-TPI counter, MazF activator, Mtb UGM inh, Rv3671c protease, DUSP3 inh, FBA Mtb inh, CCHFV vOTU inh, BoNT-F LC inh, Mtb BioA inh
- Cc1cc(S(=O)(=O)c2ccc(Cl)cc2)nc(S(=O)(=O)c2ccc(Cl)cc2)c1C#N
  -4.6, 7.6, 2.0, /, /, /, 15.8, 0.1, -0.3, -0.5
- CCNC(=O)C1(C)CCN(Cc2ccc(C#N)cc2)C1 (centres undefined)
  0.0, 4.6, /, /, /, /, 1.2, 7.3, 1.6, 0.1

# Screening results from PubChem.
